# Cneo AK release: Cryptococcus neoformans lysis via adenylate kinase release; C. neoformans lysis, adenylate kinase release luminescence, 4 h; normalised: neutral wells 0, clomiphene wells 100; lysis activity, % at 15 µM; 360,000 tested, 0.2% active;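 active = mean lysis activity across replicates of at least 80%, whatever share of replicates individually reach that level; inactive = mean lysis activity below 80%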
#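 Material: C. neoformans cells; Schedule: 4 h static compound exposure, 37 °C, read 1 h post-reagent; Measured by: adenylate kinase release luminescence; Read-out: signal increase indicating cell lysis; Controls: Clomiphene as positive lysis control.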
# C2C12 statin: protects C2C12 myotubes from simvastatin toxicity. ATP luminescence, 48 h; scaled: DMSO 0, geranylgeraniol control 100. rescue of ATP level, % at 7.49 µM. 330,000 tested, 0.78% active;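 active = mean ATP rescue above about 67%, or every replicate alone reaching that limit, limit read from the data, passing the limit was not always enough; inconclusive = no clear call, values can overlap the other calls; inactive = mean under the limit and some replicate under it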;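 also: myotubes were challenged with 10 µM simvastatin during compound exposure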
# PGC1a acetyl inh: modulators of PGC1a acetylation; U2OS PGC1a acetylation, AlphaScreen anti-acetyl-lysine; with virally co-expressed GCN5 acetyltransferase; inhibition, % at 15.6 µM; 350,000 tested, 0.17% active; AID 651687;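 active = every replicate shows inhibition of at least 40%; inconclusive = mean inhibition at least 40% but some replicate below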;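 also: 0% = neutral control wells and 100% = positive control wells; some results beyond the cut were filed as inactive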
# * hit, by the source's call; ? = inconclusive. These rows are one share of the data; rates above refer to the full screens.
# Every second line gives: Cneo AK release, C2C12 statin, PGC1a acetyl inh
> O=C(NC1CCCC1)C(c1ccccc1)N(C(=O)c1ccno1)c1cccnc1 (centres undefined)
    2, -7, 2
> CCOc1ccc(NC(=S)NC(=O)/C=C/c2ccc(OC)c(OC)c2)c([N+](=O)[O-])c1
    0, ?, 0
> Cc1cc(=O)n(CC(=O)NCCN2CCOCC2)c2c1c(C)nn2-c1ccccc1
    1, 23, 3
> COC(=O)c1cc(NC(=O)Cc2ccccc2[N+](=O)[O-])cc(C(=O)OC)c1
    -3, 1, -33
> Cc1ccc(CSc2nc3c(c(N(C)C)n2)CCCC3)cc1
    45, -4, -7
> COc1ccc(-n2nnnc2SCC(=O)Nc2nc3c(s2)CCCC3)cc1
    -4, -2, -6
> O=C(NC12CC3CC(CC(C3)C1)C2)c1ccc(=O)oc1
    1, -4, 5
> O=c1[nH]cnc2nc(-c3ccccc3)c(-c3ccccc3)nc12
    -1, -31, -11
> O=C(CCCn1c(=O)[nH]c2cc(Cl)ccc2c1=O)NCCC1=CCCCC1
    -1, -20, -73
> CC(=O)c1c(C)cc(C)c(CSc2nnc(-c3ccco3)o2)c1C
    -1, -17, -2

# Random excerpt: three compounds from above.
# Every second line gives: Cneo AK release, C2C12 statin, PGC1a acetyl inh
> CC(=O)c1c(C)cc(C)c(CSc2nnc(-c3ccco3)o2)c1C
    -1, -17, -2
> O=C(CCCn1c(=O)[nH]c2cc(Cl)ccc2c1=O)NCCC1=CCCCC1
    -1, -20, -73
> CCOc1ccc(NC(=S)NC(=O)/C=C/c2ccc(OC)c(OC)c2)c([N+](=O)[O-])c1
    0, ?, 0

# Carrying on:
# Every second line gives: Cneo AK release, C2C12 statin, PGC1a acetyl inh
> CCn1cc(C(=O)NCc2ccco2)c(=O)c2cc(S(=O)(=O)N3CC(C)CC(C)C3)ccc21 (centres undefined)
    -7, 2, 5
> O=C1c2ccccc2-c2nc3ccccc3nc21
    0, 8, 1
> CCCNC(=O)c1c(C)cc(=O)oc1C
    -2, 12, 10
> OC(COc1ccccc1)CN1C2=NCCCN2c2ccccc21 (centres undefined)
    3, -3, -15
> Cc1ccc(C(=O)Nc2ccccc2N2CCN(C(=O)C(C)C)CC2)cc1
    3, 2, -22
> Cc1nn(C)c(C)c1S(=O)(=O)NC1CCCc2ccccc21 (centres undefined)
    -2, -1, -23
> O=C(OCC#CCSc1nnc(-c2ccccc2)o1)c1cccs1
    -3, 11, 5
> CC1(C)Cc2ccccc2C(NNC(=O)c2ccncc2)=N1
    -2, 4, -21
> O=C1C2CCCCN2C(=O)N1CCN1CCN(c2ccc([N+](=O)[O-])cc2)CC1 (centres undefined)
    -2, -1, -6
> COc1ccc(Cl)cc1NC(=O)CN(C)C(=O)CNC(=O)C12CC3CC(CC(C3)C1)C2
    -1, -3, -7
> COc1ccc(S(=O)(=O)N2CCCC2C(=O)Nc2ccc(C)cc2)cc1 (centres undefined)
    -9, 7, -2
> Cc1cccc(-n2cnc(C(=O)NC3CCCCCC3)c2)n1
    2, -61, 5
> CC1=C(SCCC#N)S/C(=C2\SC(C)=C(SCCC#N)S2)S1
    3, -28, -9
> CSc1nc(O)c(Cc2ccccc2)c(=O)[nH]1
    1, 6, -7
> O=C(O)CC(c1cccc(Cl)c1)n1cccc1 (centres undefined)
    0, -4, -13
> Oc1ccccc1C1=NCCNC(C(F)(F)C(F)F)=C1
    0, 11, 6
> O=C(Nc1ccccc1)NC1CS(=O)(=O)CC1O (centres undefined)
    0, -17, 0
> COC(=O)C(CCCCN1C(=O)C2C3C=CC(C3)C2C1=O)N1C(=O)C2C3C=CC(C3)C2C1=O (centres undefined)
    1, 2, 1
> CN(C(=O)c1ccncc1)c1nnc(-c2cnccn2)s1
    -3, 5, 4
> CCOC(=O)N1CCC2(CC1)C(C#N)=C(N)OC1=C2C(=O)CC(C)C1 (centres undefined)
    0, 10, 9
> CC(C)C(=O)Nc1ccc(Cc2ccc(NC(=O)C(C)C)c(O)c2)cc1O
    1, -8, 2
> Cc1cccc(C)c1N1C(=O)CC(N(O)c2ccccc2)C1=O (centres undefined)
    0, 15, 8
> Cc1cccc(N2CC(C(=O)OCC(=O)c3ccc(OC(=O)c4cccs4)cc3)CC2=O)c1C (centres undefined)
    -3, -13, 5
> CCOc1ccc(C2=NNC(c3cccs3)=Nc3ccc(OC)cc32)cc1OCC
    1, -5, -3
> O=C1c2ccccc2S(=O)(=O)N1CCOc1ccc(F)cc1
    -1, -6, 4
> O=S(=O)(c1ccc(F)cc1)c1nc(-c2ccc(F)cc2)oc1NCCN1CCOCC1
    -1, 29, 36
> Cc1ccc(OCC(=O)Nc2ccc3c(c2)nc2n3CCOC2)cc1
    5, -5, -12
> CCOC(=O)N1CCC(NC(=O)C2CCN(S(=O)(=O)c3c(C)noc3C)CC2)CC1
    2, 7, 0
> CC(=O)Nc1nonc1NC(C)=O
    4, 7, -4
> O=C(NC1CC1)c1ccc2c(c1)ncn2C1CCCC1
    1, -12, 15

# Sorted by value in PGC1a acetyl inh (high to low): 4 of the compounds above.
mol | PGC1a acetyl inh
O=S(=O)(c1ccc(F)cc1)c1nc(-c2ccc(F)cc2)oc1NCCN1CCOCC1 | 36
Cc1cccc(C)c1N1C(=O)CC(N(O)c2ccccc2)C1=O (centres undefined) | 8
Cc1cccc(N2CC(C(=O)OCC(=O)c3ccc(OC(=O)c4cccs4)cc3)CC2=O)c1C (centres undefined) | 5
CCOC(=O)N1CCC(NC(=O)C2CCN(S(=O)(=O)c3c(C)noc3C)CC2)CC1 | 0

# Additional entries
# Every second line gives: Cneo AK release, C2C12 statin, PGC1a acetyl inh
> CCC(=O)Nc1cccc(NC(=O)CSc2nnnn2Cc2ccccc2)c1
    1, 52, -10
> O=C(NCCO)c1cccc(S(=O)(=O)N2CCCCC2)c1
    -1, -27, -6
> COCCCNC(=O)c1cc(OC)c(OC)c(OC)c1
    -2, -7, -3
> CCOC(=O)C1CCCN(c2ccc(NC(=O)c3snc4c(=O)[nH]cnc34)cc2)C1 (centres undefined)
    -1, 1, -2
> Cn1c(=O)[nH]c(=O)c2[nH]c(NCCCN3CCOCC3)nc21
    3, -7, -14
> COC(=O)CCSCC(=O)Nc1cc(C)on1
    -4, -9, 10
> O=C(Cc1ncc(C(F)(F)F)cc1Cl)N1CCN(c2ccccn2)CC1
    2, 3, -12
> N=c1c2c(-c3ccccc3)c(-c3ccccc3)n(Cc3ccccc3)c2ncn1CCCO
    2, -22, -11
> Cn1nc(C(F)(F)F)c(C(=O)Nc2ccc(F)cc2F)c1Sc1ccc(Cl)cc1
    -1, 4, -3
> CCOC(=O)c1[nH]c(C)c(C(=O)OCC(=O)NC(=O)NC(C)(C)C)c1C
    0, 9, -4

# Look-ups from the results shown:
# `COC(=O)c1cc(NC(=O)Cc2ccccc2[N+](=O)[O-])cc(C(=O)OC)c1` in Cneo AK release → -3
# `COc1ccc(-n2nnnc2SCC(=O)Nc2nc3c(s2)CCCC3)cc1` in Cneo AK release → -4
# `Cc1ccc(C(=O)Nc2ccccc2N2CCN(C(=O)C(C)C)CC2)cc1` in C2C12 statin → 2
# `Cc1cccc(-n2cnc(C(=O)NC3CCCCCC3)c2)n1` in C2C12 statin → -61
# `O=C1c2ccccc2-c2nc3ccccc3nc21` in Cneo AK release → 0
# `COc1ccc(S(=O)(=O)N2CCCC2C(=O)Nc2ccc(C)cc2)cc1` (centres undefined) in PGC1a acetyl inh → -2

# The list continues:
# Every second line gives: Cneo AK release, C2C12 statin, PGC1a acetyl inh
> COc1ccc(-c2ccc(CCC(=O)O)n2C(C)C)cc1
    8, -3, -1
> Cc1nc(C)c(C(=O)C2=C(O)C(=O)N(CCN3CCOCC3)C2c2ccco2)s1 (centres undefined)
    -2, -5, 4
> CCCCn1c(SCC(=O)N2CC(C)CC(C)C2)nc2cc(S(N)(=O)=O)ccc21 (centres undefined)
    3, 24, 3
> CCOC(=O)c1c(C)[nH]c(C(=O)OCC(=O)N2CCc3ccccc32)c1C
    0, 2, 3
> COCCNC(=O)CSc1ncnc2sccc12
    -3, 20, -1
> Cc1ccc(C)n1CCN1CCN(CC(=O)Nc2ccc(S(N)(=O)=O)cc2)CC1
    5, 0, -5
> COC(=O)CCC(=O)c1oc2ccc(OC)cc2c1N
    -2, 3, 9
> Cc1ccc2cn[nH]c2c1NC(=S)NC(=O)c1ccccc1
    1, 7, -3
> Cc1nc2ncnn2c(Nc2ccc3c(c2)OCCO3)c1C
    6, 17, 8
> C/C(=N\NC(=O)c1ccccc1C)c1ccc(NC(=O)c2cccs2)cc1
    1, -14, 6
> Cc1ccc(NC(=O)CC2S/C(=N/c3nccs3)N(C)C2=O)cc1C (centres undefined)
    -2, -5, -8
> O=C(Nc1ccccc1)c1ccc(CN2CCC(Cc3ccccc3)CC2)cc1
    0, -3, -3
> O=C(O)C1[C@H]2C(=O)N(Cc3cccs3)C[C@]23C=C[C@H]1O3 (some centres undefined)
    0, -3, -16
> Cc1ccc2cc(CN(CCCN3CCOCC3)C(=O)NC3CCCCC3)c(=O)[nH]c2c1C
    -1, 7, 2
> O=C(Nc1cccc(NC(=O)c2ccc(-c3ccc(Br)cc3)o2)c1)c1ccco1
    -4, -6, -1
> O=C(O)Cc1ccc2ocnc2c1
    0, -4, -4
> CC(C)NS(=O)(=O)c1ccc(CCC(=O)N2CCOCC2)cc1
    -4, -1, 2
> COc1ccc(CN2CC(C(=O)NCc3ccc4c(c3)OCO4)CC2=O)cc1 (centres undefined)
    4, 1, 9
> Cc1cccc(OCc2nnc(SCC(=O)Nc3sc(C)c(C)c3C#N)n2C)c1
    6, -21, 1
> COc1ccc(S(=O)(=O)NC(C)C(=O)Nc2ccccc2C(F)(F)F)cc1 (centres undefined)
    3, 3, 6
> CC(C)(C)c1ccccc1OCC(=O)Nc1ncn[nH]1
    2, -3, -12
> CCO/C(C)=N/n1c2nc3ccccc3nc2c2c(=O)n(Cc3ccccc3Cl)c(C)nc21
    -2, -25, 4
> Cc1c(NC(=O)NC(C)N2C(=O)C3C4C=CC(C4)C3C2=O)c(=O)n(-c2ccccc2)n1C (centres undefined)
    -2, -16, 9
> c1ccc(CSc2nnc(-c3sccc3-n3cccc3)o2)cc1
    1, 4, -5
> CCC(C)(C)n1nnnc1C(c1ccc(OC)c(OC)c1)N1CCN(c2ccc(OC)cc2)CC1 (centres undefined)
    -1, -28, -2
> Cc1cc(C)n(C(=O)c2ccc(Cn3nc(C)c(Br)c3C)o2)n1
    1, 0, -1
> O=C1NC2(CCCCCC2)N=C1c1ccc(F)cc1
    -1, 15, 6
> Cc1cc(C(=O)NC2CCCc3ccccc32)c(C)o1 (centres undefined)
    -2, 13, 1
> CCc1cc2c(=O)c(Oc3ccccc3F)c(C)oc2c(CN(C)C)c1O
    3, 1, -4
> CCOC(=O)c1c(C)nc2c(c1-c1ccccc1)C(=O)CC(C)(C)C2
    8, -8, -2
> COc1ccc(CN2CC(C(=O)NCCCN3CCOCC3)CC2=O)cc1 (centres undefined)
    4, 98*, 6
> O=C(CSC1CC(=O)N(CC(c2ccccc2)c2ccccc2)C1=O)Nc1ccc(Cl)cc1 (centres undefined)
    1, 9, -4
> O=C(CSc1nnc(CSc2nc3ccccc3s2)o1)NC1CCCCC1
    2, -6, -6
> COc1cccc(NC(=O)CN(C)C(=O)c2ccc3ccccc3c2)c1
    1, 14, -3
> Cc1ccccc1NS(=O)(=O)c1ccc(NC(=O)CSCc2ccc(Br)cc2)cc1
    0, -80, -18
> NCC12CC3CC(C1)CC(CN)(C3)C2
    7, -4, 10
> COc1ccccc1OCc1ccc(C(=O)NCC2CCCO2)o1 (centres undefined)
    3, -1, -3
> CCc1ccc(-c2nc(CN3CCC(C(=O)NCCN(CC)c4ccccc4)CC3)c(C)o2)cc1
    1, -10, -5
> c1ccc(C2(c3ccccc3)OCC(Cn3cncn3)O2)cc1 (centres undefined)
    7, -5, 1
> Fc1ccc(NC(=S)Nc2ccc(F)c(Cl)c2)cc1Cl
    -16, 69*, 1
> Cc1cc(C(=O)CSc2nnc(Cc3ccccc3)o2)c(C)n1Cc1ccc2c(c1)OCO2
    -3, 19, -8
> C/C(=C\C(=O)N1CCc2ccccc21)C(=O)O
    1, 3, -60
> Cc1cc(Oc2ccc(=O)n(C)n2)nc(Oc2ccc(=O)n(C)n2)n1
    -2, 63, 0
> N=C1C(c2nc3ccccc3c(=O)[nH]2)=C(O)CN1CCc1ccccc1
    1, -8, -10
> Cc1cc(C)n2nc3nc(N4CCCCC4)nc(-c4ccco4)c3c2n1
    0, -6, 0
> COc1ccc(-c2noc(CCC(=O)Nc3cc(OC)ccc3OC)n2)cc1
    1, -6, -1
> O=C(Nc1ccccc1)N(C1=NCCCCS1)c1ccccc1
    -1, -5, -3
> OCCNc1ncnc2c1c(-c1ccccc1)c(-c1ccccc1)n2Cc1ccco1
    5, -25, -49
> O=c1oc2cc(Oc3c([N+](=O)[O-])cc(C(F)(F)F)cc3[N+](=O)[O-])ccc2c2c1CCCC2
    2, 3, -7
> CCOc1cccc(NC(=O)CC#N)c1
    0, 12, 5

# The list continues:
# Every second line gives: Cneo AK release, C2C12 statin, PGC1a acetyl inh
> O=C(Nc1ccc2ccccc2c1)c1cccnc1
    -5, -16, -3
> O=C1CSC2=NCN(c3ccc4c(c3)OCO4)CN12
    -1, 8, 4
> Nn1c(SCc2nc3ccccn3c2Br)nnc1-c1cccnc1
    3, -2, -7
> c1ccc(-c2cn3c(n2)CCc2ccc4cccnc4c2-3)cc1
    20, 20, -10

# Source: PubChem BioAssay
